# Screens deposited in PubChem by several laboratories.
# EP2 antag = EP2 receptor (human) inhibition; inhibition, % at 25 µM; C6 glioma cells expressing human EP2, cAMP TR-FRET; cells stimulated with saturating PGE2; hit rate 0.52% among 260,000; P43116;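 active means percent inhibition above 40 after rounding to a whole number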;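 further: rat C6 glioma host cells with rolipram phosphodiesterase inhibitor present; the protocol text gives 20 µM as final concentration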
# Target sequence (P43116 whole entry, looked up): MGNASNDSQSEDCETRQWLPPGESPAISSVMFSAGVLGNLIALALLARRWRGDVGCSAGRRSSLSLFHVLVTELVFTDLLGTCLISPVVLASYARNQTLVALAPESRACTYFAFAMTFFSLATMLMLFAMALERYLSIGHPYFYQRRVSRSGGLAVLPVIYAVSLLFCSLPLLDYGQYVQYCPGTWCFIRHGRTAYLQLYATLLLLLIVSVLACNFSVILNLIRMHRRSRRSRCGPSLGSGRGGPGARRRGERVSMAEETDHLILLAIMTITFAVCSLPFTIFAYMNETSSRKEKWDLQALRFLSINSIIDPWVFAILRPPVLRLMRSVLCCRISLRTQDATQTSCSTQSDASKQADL
# EP2 modulator = EP2 receptor (human) modulation | hit rate 0.83% among 260,000 | AID 940 | EP2-expressing cells, cAMP HTRF FRET, PGE2 co-stimulation | induction, % at 25 µM | P43116;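 active means compounds whose cAMP rise, as percent of the full-agonist control response, exceeds 60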;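 further: rat C6 glioma line stably carrying human EP2 under a CMV promoter; the protocol text gives 20 µM as final concentration; 100% = response of wells given 1 µM PGE2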
# S1P4 antagonist = human S1P4 receptor antagonism; O95977; hit rate 0.26% among 220,000; S1P4-expressing cells, antagonist mode, reporter read-out; inhibition, % at 4.98 µM; in the data active means inhibition above about 29%;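 further: 0% = wells stimulated with agonist and 100% = vehicle wells without agonist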
# NPY Y1 blocker = antagonists of human neuropeptide Y receptor Y1; HEK293-CNG Y1 cells, membrane potential fluorescence; NPY at EC95, then isoproterenol; AID 1040; hit rate 1% among 200,000; inhibition, % at 3.6 µM; P25929;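 active means inhibition above the campaign mean inhibition of all tested compounds plus 3 SD, cut at about 20% in these data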;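 further: 0% = DMSO wells given NPY plus isoproterenol and 100% = isoproterenol alone without NPY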
#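 Benchmarks – high control isoproterenol alone, low control NPY with isoproterenol · Material – HEK293 Y1/CNG channel cell line · Times – dye 3 h, compound 60 min room temperature, stimulation 45 min · Probe or stimulus – NPY (25 nM), isoproterenol (1 µM), Ro 20-1724 (25 µM) · Evaluation – % inhibition of NPY effect · Signal – fluorescence, membrane potential probe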
# NPY-Y2 PAM-ag = potentiates or activates human NPY-Y2 receptor. P49146. cells expressing NPY-Y2, potentiator/agonist read-out. activation, % at 3.6 µM. hit rate 0.45% among 220,000. AID 1359; in the data active means activation above about 27%;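 further: cells stimulated with NPY near EC25 plus isoproterenol at EC100; 0% = vehicle plus submaximal agonist and 100% = vehicle plus saturating agonist; some results beyond the cut were filed as inactive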
# Target sequence (P49146 whole entry, looked up): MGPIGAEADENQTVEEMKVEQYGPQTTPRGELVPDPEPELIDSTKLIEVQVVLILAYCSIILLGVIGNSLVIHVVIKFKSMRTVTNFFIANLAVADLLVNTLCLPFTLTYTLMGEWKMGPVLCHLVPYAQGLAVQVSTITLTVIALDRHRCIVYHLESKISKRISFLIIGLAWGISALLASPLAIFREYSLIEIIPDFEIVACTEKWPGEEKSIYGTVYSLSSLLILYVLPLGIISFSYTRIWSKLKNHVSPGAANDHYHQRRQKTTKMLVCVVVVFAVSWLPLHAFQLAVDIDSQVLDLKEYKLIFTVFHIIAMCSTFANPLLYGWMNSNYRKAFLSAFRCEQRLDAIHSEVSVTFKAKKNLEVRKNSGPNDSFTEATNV
# S1P4 agonist = agonists of human S1P4 receptor; AID 1509; hit rate 0.35% among 220,000; activation, % at 4.98 µM; S1P4-expressing cell line, agonist reporter assay; in the data active means activation above about 11%;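 further: 0% = DMSO vehicle and 100% = reference agonist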
# NPY-Y1 PAM-ag = potentiates or activates human NPY-Y1 receptor; NPY-Y1 expressing cells, potentiator/agonist activation; hit rate 0.37% among 220,000; activation, % at 3.6 µM; in the data active means activation above about 33%, passing the limit was not always enough;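 further: cells stimulated with NPY at EC10 then isoproterenol at EC100; 0% = low agonist plus stimulus and 100% = saturating agonist plus stimulus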
# eIF4E-4G inh = eIF4E/eIF4G interaction inhibition in translation initiation; TR-FRET eIF4E-eIF4GI(517-606) binding, 2 h; AID 782; inhibition, % at 21.7 µM; hit rate 0.37% among 220,000;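 active means inhibition above about 30%, limit read from the data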;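 further: 0% = full FRET control wells and 100% = background wells lacking eIF4GI fragment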
# p97 inhibitor = blocks human p97 ATPase activity; recombinant p97 ATPase, Kinase-Glo ATP luminescence, 3 h; inhibition, % at 8 µM; hit rate 0.42% among 220,000; in the data active means inhibition above about 15%;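 further: 0% = DMSO vehicle and 100% = wells lacking enzyme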
# An asterisk follows results filed as active; x = not tested or not shown; & = joins results of further samples; [ ] = remark or other dose.
SMILES,EP2 antag,EP2 modulator,S1P4 antagonist,NPY Y1 blocker,NPY-Y2 PAM-ag,S1P4 agonist,NPY-Y1 PAM-ag,eIF4E-4G inh,p97 inhibitor
COc1ccccc1NC(=O)Nc1ccc2c(c1)nc(C)n2C,3.9,-51.8,-5.1,-1.0,-8.7,1.1,-8.4,0.0,-6.7
COc1ccccc1Oc1nc2c(c(=O)n(Cc3ccccc3F)c(=O)n2C)n1C,17.7,-4.3,-9.1,-2.6,16.1,-0.9,-19.1,-13.9,-3.0
COc1nc(Nc2cccc(C(F)(F)F)c2)nc(OC)n1,2.7&8.3,-10.2&-1.6,-8.7,-2.2,-19.6,-3.1,-3.5,-0.6,-1.9
O=c1c2c3nc4ccccc4nc3n(CC3CCCO3)c2ncn1CCc1ccccc1 (stereo unspecified),11.7,-3.9,-13.0,-0.2,-12.9,-0.6,-15.2,2.5[fluorescence artefact?],-3.6
COc1ccccc1CNC(=O)c1ccc(N2CCOCC2)c([N+](=O)[O-])c1,15.5,-48.6,2.6,9.2,-14.0,-3.4,-6.3,4.4,1.7
CN(C)C(=O)Cn1c(SCC(=O)Nc2ccc3c(c2)OCO3)nc2ccccc21,5.6&5.4,-11.2&10.9,-8.4,-2.7,7.9,1.4,11.4,-0.5,6.1
COc1ccc(/C=C/C(=O)OCC(=O)NCc2ccco2)c(OC)c1,5.0,-20.0,-6.5,-6.9,2.0,-1.2,14.6,-0.8,4.2
O=C(CSc1nc(-c2ccco2)cc(C(F)(F)F)n1)NCCCN1CCOCC1,3.4,-11.9,1.5,-6.8,-20.4,1.5,-0.3,-2.2,-2.0
CC(C)c1ccccc1-n1cc[nH]c1=S,2.8,-4.4,-1.5,3.7,12.9,1.5,9.6,-1.8,3.7
CCc1c(C#N)c(N)nc(SCC(=O)OCc2ccccc2)c1C#N,11.8,5.4,-0.3,-1.2,-34.6,0.2,-7.0,1.6,2.6
O=C(Nc1ccc(NC(=O)C2CC2)nc1)c1ccncc1,8.5,8.2,-18.3,1.8,5.2,1.7,12.7,1.9,1.6
Cc1nccn1CCC(=O)Nc1ccc(Cl)cc1,8.1,-1.2,0.2,7.4,-3.5,-1.3,-12.8,0.3,-3.0
O=C(Nc1ccccc1)c1ccc(NCc2ccco2)c(S(=O)(=O)N2CCOCC2)c1,3.1,-15.6,-10.9,1.3,5.5,-0.2,-8.9,2.6,-1.9
Clc1ccc(-c2nnc(CSc3nnc(-c4cccs4)o3)o2)cc1,7.9,-9.3,-17.4,0.6,5.6,-1.3,20.6,3.3[fluorescence artefact?],-0.6
O=C(CCN1C(=O)C2C3C=CC(C3)C2C1=O)Nc1ccc(F)cc1 (stereo unspecified),34.5,13.1,3.2,7.5,1.1,0.1,7.0,4.2[fluorescence artefact?],2.8
O=C(COC(=O)/C=C/c1cccc(F)c1)Nc1ncccn1,5.5,-11.8,-13.0,x,-11.6,-0.7,-0.8,8.0,-1.4
CCOC(=O)C(C)Sc1snnc1C (stereo unspecified),6.3,x,-16.1,4.7,5.6,-1.4,-5.2,x,-1.8
COc1ccc(C(c2nnnn2C2CCCC2)N2CCN(c3ccccc3)CC2)cc1 (stereo unspecified),8.6,17.7,3.9,11.5,-15.3,-2.8,2.1,-5.2,-10.5
CCOC(=O)C1=C(C)N(C)C(C)=C(C(=O)OCC)C1c1ccc(C(=O)OC)cc1,7.9,33.3,8.9,35.1*,-13.3,-1.7,-15.1,1.6,-9.8
Cc1c(Cl)cccc1NC(=O)CCCn1nc([N+](=O)[O-])cc1C,9.1,-7.5,-5.5,0.5,-3.7,0.6,4.0,-0.9,0.8
c1cnc2c(OCc3cn4cccnc4n3)cccc2c1,8.1,3.0,-5.7,3.3,6.6,0.4,-2.4,6.7,3.1
CCOC(=O)c1sc(NC(=O)Nc2ccccc2Cl)cc1C,8.3,-27.0,-16.6,5.7,-6.2,0.1,-18.0,-2.2,0.2
O=[N+]([O-])c1cccc(/C([O-])=C(/C(=S)Nc2cccc3ccccc23)[n+]2ccccc2)c1,15.2,-18.4,-3.5,-2.5,1.2,-1.1,8.7,4.4,5.7
COc1nc(NCC(C)C)nc(Oc2ccc(OCc3ccccc3)nn2)n1,19.2,1.2,-18.2,-2.2,-31.0,0.8,-4.9,-0.2[fluorescence artefact?],-5.2
O=C(Nc1nc(-c2ccccn2)cs1)c1cc(Cl)ccc1[N+](=O)[O-],6.3,-21.5,4.7,-0.3,-7.0,0.4,9.8,0.3,-0.1
COC(=O)Cc1ccc(NC(=S)Nc2cccc(C)n2)cc1,0.6,-22.5,-22.6,-6.0,2.1,2.0,22.1,0.7,-0.2
COc1cc(C(=O)Nc2cccc(-c3cn4cccnc4n3)c2)cc(OC)c1OC,18.4,-65.1,-10.3,1.0,2.4,-0.5,15.0,3.0,0.5
CCC(C(=O)Nc1cc(C(=O)Nc2cc(C)ccn2)ccc1Cl)c1ccccc1 (stereo unspecified),7.9,20.1,6.0,11.0,0.4,2.1,7.3,-0.4[fluorescence artefact?],1.3
CCCC(=O)Nc1ccccc1NC(C)=O,12.7,10.4,-5.4,-9.1,-0.1,-1.3,-18.2,2.8,1.4
CC(=O)c1ccc2c(c1)Nc1ccccc1S2,19.7,-15.3,-2.9,-4.1,15.3,-0.5,13.1,7.5[fluorescence artefact?],-1.5
Cc1onc(C(=O)NCc2ccc(F)cc2)c1[N+](=O)[O-],1.4,-8.8,1.3,-0.4,2.1,0.1,-14.9,8.2,0.6
CCOC(=O)c1sc(NC(=O)CSC(=S)N2CCN(C)CC2)nc1C,12.6,13.7,-20.6,x,-3.5,0.1,-29.6,5.1,1.5
c1ccc(-c2nnc3sc(Cc4cccs4)nn23)cc1,16.3,-2.3,-1.7,7.9,-5.4,0.2,-31.8,-5.1,-2.9
COc1ccc(CN2C(=O)CS/C2=N/N=C/c2ccccc2)cc1,12.4,-27.1,-11.4,x,-7.8,1.6,-32.3,-1.0,-4.4
N#C/C(=C\Nc1ccccn1)S(=O)(=O)c1ccc(Cl)cc1,7.2,-42.5,-3.6,x,-10.4,0.3,3.6,-5.7,-0.6
CN(C)CCNc1nc(S(=O)(=O)c2ccccc2)c(Cl)s1,4.0,-20.5,-13.7,4.7,-5.0,1.2,-9.4,-5.9,5.3
CCOC(=O)Cc1c(C)nc2c(-c3ccccc3OC)c(C)nn2c1C,6.6,15.0,-5.6,5.7,-7.6,-1.1,-0.6,5.3,0.0
CN(C)c1ccc(/C=N/NC(=O)CCc2nc3ccccc3[nH]2)cc1,16.1,-52.5,5.1,x,-11.6,-0.6,8.2,12.6,4.2
O=C(NC(Cc1ccccc1)C(=O)O)/C(=C\c1ccco1)NC(=O)c1ccccc1 (stereo unspecified),7.7,10.0,-11.1,-2.4,6.6,-1.5,8.3,10.2[fluorescence artefact?],5.3
O=C(CSc1nc2c(c(C(F)(F)F)n1)CCc1ccccc1-2)NCc1ccco1,9.2,-22.7,-9.0,0.6,-10.6,0.1,-0.9,3.4,0.8
CCOc1cccc(-n2nnnc2-c2ccc(OC)cc2)c1,10.0,3.8,-22.7,2.2,-9.0,-1.0,-52.3,-3.1,-3.0
COC(=O)C1=C(C)N(C2CCCC2)C(=O)C1(NC(C)=O)C(F)(F)F (stereo unspecified),10.7,10.2,-24.5,1.6,11.0,-0.8,11.4,1.6,-1.3
COc1cc(NC(=O)CN(C)S(=O)(=O)c2ccc(C)cc2)cc(OC)c1,12.4,-15.3,-0.2,-8.6,0.8,0.4,-5.4,-1.2,-2.1
Oc1ccc(C2N=C(c3ccccc3)NC(c3ccccc3)=N2)cc1,x,18.4,4.7,4.0,7.8,-2.0,-9.2,-3.9,-5.5
CCn1c(=O)cc(SCC(=O)NCc2ccco2)c2ccccc21,13.5,3.0,-2.6,2.0,15.3,0.2,2.1,x,3.8
O=C(N/N=C\c1cc(Br)ccc1O)c1ccc(S(=O)(=O)N2CCCCC2)cc1,12.2,-2.4,2.5,2.6,8.4,-0.2,-0.4,18.7,4.2
CC(=O)Nc1nnc(SCC(=O)Nc2ccc(N3CCOCC3)c(Cl)c2)s1,6.1,-31.9,-12.0,x,14.6,2.7,33.8,-12.2,0.5
Oc1ccc(N2CCN(C(=S)NCCc3ccccc3)CC2)cc1,5.0,-14.4,-8.1,-2.3,10.7,-0.7,17.7,7.2,3.5
Cc1cc(=O)oc2c(CN3CCCCC3)c(O)c(Cl)cc12,6.7,-2.8,-6.3,2.3,-31.7,4.1,-6.5,-16.8[fluorescence artefact?],-5.5
O=C(NCCn1ccc2ccccc21)c1ccc(S(=O)(=O)N2CCCCC2)cc1,12.2,-16.8,-9.2,-7.8,5.9,-0.9,11.2,0.8,-2.8
# (list continues)
SMILES,EP2 antag,EP2 modulator,S1P4 antagonist,NPY Y1 blocker,NPY-Y2 PAM-ag,S1P4 agonist,NPY-Y1 PAM-ag,eIF4E-4G inh,p97 inhibitor
COc1ccc(-c2[nH]ncc2/C=N\NC(=O)c2ccc(C(C)(C)C)cc2)cc1OC,6.2,-34.4,-6.7,-0.5,-9.1,-0.2,-24.6,-7.5,-2.4
CCc1ccc(NC(=O)NCCN2CCc3ccccc3C2)cc1,8.8,-10.2,-14.9,7.9,3.2,-0.2,6.9,1.3,0.3
Cn1c(-c2ccccc2Br)n[nH]c1=S,-5.8,x,-18.4,3.9,-7.0,1.7,-44.1,x,-3.0
COc1c(Cl)cc(Cl)cc1C(=O)Nc1ccc(NC(=O)c2cccs2)cc1,18.6,-52.0,6.1,-4.0,-8.5,-2.5,31.7,-16.7,3.8
Cc1ccc(C)c(Oc2cc(NC(=O)CCCn3nc(C)c([N+](=O)[O-])c3C)cc([N+](=O)[O-])c2)c1,7.1,3.3,5.1,-8.3,14.7,3.7,0.2,0.5,1.1
CCc1cc2c(NC(C(=O)O)C(C)C)ncnc2s1 (stereo unspecified),12.1,-11.1,-0.4,-4.1,-12.0,-0.3,-11.7,2.2[fluorescence artefact?],-2.2
Cn1c(CCNC(=O)c2ccccc2)nc2cc(NC(=O)C3CCCCC3)ccc21,8.5,-37.8,-7.4,2.3,3.6,-0.8,-14.3,-7.7,4.1
O=[N+]([O-])c1ccc(O)c(C(C#Cc2ccccc2)N2CCOCC2)c1 (stereo unspecified),14.2,4.2,5.3,x,-0.5,-0.5,2.9,-2.7,6.7
COc1cccc(OC)c1C(=O)n1nc(C)cc1C,7.0,7.0,-19.5,-1.4,-5.6,2.0,-21.2,3.6[fluorescence artefact?],0.2
Cc1c(Cl)cccc1NC(=S)N(CCCN1CCOCC1)Cc1cccs1,8.3,0.1,-15.5,-2.1,12.8,-0.2,8.3,-23.8,-5.0

# Single records (already shown). Values in the order: EP2 antag | EP2 modulator | S1P4 antagonist | NPY Y1 blocker | NPY-Y2 PAM-ag | S1P4 agonist | NPY-Y1 PAM-ag | eIF4E-4G inh | p97 inhibitor
# O=[N+]([O-])c1ccc(O)c(C(C#Cc2ccccc2)N2CCOCC2)c1 (stereo unspecified) in the list: 14.2 | 4.2 | 5.3 | x | -0.5 | -0.5 | 2.9 | -2.7 | 6.7
# COc1cccc(OC)c1C(=O)n1nc(C)cc1C in the list: 7.0 | 7.0 | -19.5 | -1.4 | -5.6 | 2.0 | -21.2 | 3.6[fluorescence artefact?] | 0.2
# COc1c(Cl)cc(Cl)cc1C(=O)Nc1ccc(NC(=O)c2cccs2)cc1 in the list: 18.6 | -52.0 | 6.1 | -4.0 | -8.5 | -2.5 | 31.7 | -16.7 | 3.8
# CCc1cc2c(NC(C(=O)O)C(C)C)ncnc2s1 (stereo unspecified) in the list: 12.1 | -11.1 | -0.4 | -4.1 | -12.0 | -0.3 | -11.7 | 2.2[fluorescence artefact?] | -2.2

# Only part of the results is shown, so the mix of outcomes need not match the whole.
